mIAP inh – blocks mouse intestinal alkaline phosphatase. inhibition, % at 10 µM. purified mouse IAP, CDP-Star luminescence, 30 min. 0.2% of 330,000 active;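 active means inhibition of at least 40% at 10 µM in the primary screen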;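 further: plate controls were DMSO with enzyme for no effect and no enzyme wells for full effect; values of inactives mirror those of a sister screen read the other way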
TIM10 inh – TIM10 yeast growth inhibition | S. cerevisiae TIM10 strain growth, BacTiter-Glo luminescence, 24 h | inhibition, % at 10 µM | 1.4% of 330,000 active | AID 463195;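 active means inhibition of 40% or more at the single tested concentration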;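 further: wild-type TIM10 isogenic control strain grown at permissive 25 °C; 0% = DMSO yeast wells and 100% = minimal medium wells without yeast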
mIAP act – increases mouse intestinal alkaline phosphatase activity; muIAP, CDP-Star luminescence, 30 min; hits give high values; 1 = vehicle-only enzyme signal, 0 = enzyme-free wells; activation factor at 10 µM; 0.24% of 330,000 active;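 active means activation factor of at least 2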; further: the source names both 10 and 20 µM as test concentration; values of inactives mirror those of a sister screen read the other way
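Assay system: mouse IAP enzyme / Compound: DMSO-dissolved test compounds / Timing: 30 min, room temperature / Measured by: luminescence from enzymatic CDP-Star hydrolysis / Control set: DMSO-only wells, enzyme-free buffer wells as negative control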
NALP3 yeast inh – blocks the NALP3 inflammasome reconstituted in yeast | Yeast reconstituted NLRP3/ASC/caspase-1, beta-gal luminescence, 24 h | inhibition, % at 10 µM | 0.39% of 330,000 active;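 active means inhibition of 50% or more; inactive means inhibition below 50%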;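 further: plate controls were induced DMSO wells for no effect and uninduced yeast grown without galactose for full effect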
tim10-1 inh – tim10-1 yeast growth inhibition | 2.2% of 330,000 active | inhibition, % at 20 µM | AID 463190 | S. cerevisiae tim10-1 ts strain growth, BacTiter-Glo, 24 h;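 active means inhibition of at least 40%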;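 further: mutant grown at 25 °C; 0% = DMSO wells with yeast and 100% = wells holding no yeast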
APOBEC3A inh – human APOBEC3A DNA deaminase inhibition; inhibition, % at 20 µM; recombinant A3A, FAM/TAMRA ssDNA deamination fluorescence; 0.41% of 330,000 active;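 active means at least 40% inhibition at 20 µM here, with at most 30% in a related deaminase screen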;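 further: plate controls were A3A with DMSO for no effect and wells lacking A3A enzyme for full effect; some results filed as inactive read as strong as hits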
Target sequence (P31941 whole entry, looked up): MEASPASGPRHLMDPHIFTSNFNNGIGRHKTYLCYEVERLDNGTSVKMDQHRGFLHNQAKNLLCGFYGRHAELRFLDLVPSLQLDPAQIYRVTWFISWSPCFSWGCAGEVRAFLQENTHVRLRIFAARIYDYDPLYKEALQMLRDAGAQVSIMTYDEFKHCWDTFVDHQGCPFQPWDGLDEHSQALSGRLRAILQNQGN
hIAP block – human IAP inhibition; P09923; purified IAP, CDP-Star luminescence, 30 min; inhibition, % at 10 µM; 0.12% of 330,000 active;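 active means inhibition reaching a set limit with compound at 10 µM in the primary screen, cut at about 35% in these data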;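 further: plate controls were DMSO wells with enzyme for no effect and no-enzyme buffer wells for full effect; values of inactives mirror those of a sister screen read the other way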
Target sequence (P09923 whole entry, looked up): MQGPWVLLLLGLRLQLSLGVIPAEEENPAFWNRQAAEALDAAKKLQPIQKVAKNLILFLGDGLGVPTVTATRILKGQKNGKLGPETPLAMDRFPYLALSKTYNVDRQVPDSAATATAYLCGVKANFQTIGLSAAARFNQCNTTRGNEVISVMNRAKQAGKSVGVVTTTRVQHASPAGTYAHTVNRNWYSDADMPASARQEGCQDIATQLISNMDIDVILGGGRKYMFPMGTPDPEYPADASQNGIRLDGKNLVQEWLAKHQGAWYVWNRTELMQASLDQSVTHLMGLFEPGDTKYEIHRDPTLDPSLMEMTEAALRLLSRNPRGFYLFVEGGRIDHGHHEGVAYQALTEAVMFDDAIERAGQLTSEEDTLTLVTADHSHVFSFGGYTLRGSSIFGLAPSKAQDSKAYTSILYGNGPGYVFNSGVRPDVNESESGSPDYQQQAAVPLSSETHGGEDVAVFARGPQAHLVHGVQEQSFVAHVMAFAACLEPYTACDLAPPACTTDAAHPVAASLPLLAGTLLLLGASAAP
MIN6 prolif – MIN6 beta-cell proliferation induction | MIN6 cells proliferation, ATPlite luminescence, 48 h; cells starved in 0.2% serum; 100% = growth in 10% serum | proliferation, % at 10 µM | 0.29% of 330,000 active;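 active means compounds whose signal lies at least 3.5 SD above the mean of all wells on their plate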;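 further: 0% = DMSO-treated cells in low-serum medium and 100% = 10% serum control; some compounds called inactive have numbers as strong as hits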
APOBEC3G inh – inhibitors of human APOBEC3G DNA deaminase; Q9HC16; recombinant A3G, ssDNA deamination FAM/TAMRA fluorescence; inhibition, % at 20 µM; 0.28% of 330,000 active;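 active means inhibition of at least 40% at 20 µM, with no more than 30% in the related APOBEC3A deaminase screen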;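 further: plate controls were DMSO wells with A3G for no effect and wells lacking A3G enzyme for full effect; some compounds called inactive have numbers as strong as hits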
Active calls of the source: *. Rows were taken by chance; about 4.6% have a hit in one of these screens.

cpd	compound	mIAP inh	TIM10 inh	mIAP act	NALP3 yeast inh	tim10-1 inh	APOBEC3A inh	hIAP block	MIN6 prolif	APOBEC3G inh
1	COc1ccc(OCCCCn2c(CO)nc3ccccc32)cc1	-8	-14	1.1	19	-10	-2	-21	-4	-12
2	CN1CCN(C(=O)CSc2nc(-c3ccco3)cc(C(F)(F)F)n2)CC1	4	14	0.96	21	3	-3	-2	-2	-6
3	COc1cc(NC(=O)c2ccc(COc3ccccc3Br)o2)cc(OC)c1OC	-6	16	1.1	4	26	3	-8	-3	2
4	O=C1CN(C(=O)COC(=O)CCc2ccccc2)c2ccccc2N1	4	8	0.96	8	4	-4	21	4	-9
5	Cc1ccc2nc(SCC(=O)NC(=O)NCc3ccco3)[nH]c2c1	2	-10	0.97	-1	9	-3	-4	2	-3
6	COc1ccc(OC)c(/C=C2\SC(N3CCCCC3)=NC2=O)c1	-8	2	1.1	29	32	2	20	-2	-1
7	COC(=O)c1cc(Br)c(=O)n(CCN2CCOCC2)c1	-5	-2	1	9	2	0	1	-3	-1
8	O=C(Nc1c(-c2ccccc2)nc2ccccn12)c1ccccc1F	1	20	0.99	9	30	0	8	-1	-4
9	O=C(Nc1ccccn1)c1ccc(S(=O)(=O)N2CCCCC2)cc1	0	-1	1	17	4	-2	-10	0	-7
10	Cc1ccc(NC(=O)c2oc3ccccc3c2C)nc1	-3	29	1	14	26	-2	-19	2	-6
11	COc1ccnc(-n2cccc2C#N)c1C#N	3	12	0.97	-5	4	1	15	-4	-2
12	COCc1ccc(-c2c(-c3cc(OC)cc(OC)c3)oc(=O)c3cc(OC)c(OC)cc23)cc1	1	-2	0.99	15	13	-2	0	-2	-6
13	COc1c(O[C@@H]2O[C@H](CO)[C@@H](O)[C@H](O)[C@H]2O)cc2c(c1OC)-c1ccc(SC)c(=O)cc1C(NC(C)=O)CC2 (stereo partly drawn)	1	-6	0.99	14	1	0	12	-5	0
14	Cc1cc(C)n(C(=O)CCN2C(=O)c3ccccc3C2=O)n1	4	3	0.96	23	2	0	10	2	-2
15	O=C(CCS(=O)(=O)c1ccc(Br)s1)NCc1ccc2c(c1)OCO2	-9	7	1.1	8	14	-5	-20	-2	-4

cpd	compound	mIAP inh	TIM10 inh	mIAP act	NALP3 yeast inh	tim10-1 inh	APOBEC3A inh	hIAP block	MIN6 prolif	APOBEC3G inh
16	COc1cc(/C=N/OCC(=O)NC23CC4CC(CC(C4)C2)C3)ccc1OCc1ccccc1	-8	21	1.1	26	31	0	5	-3	0
17	C=C1CC[C@@H]2[C@](C)(CO)[C@H](O)CC[C@@]2(C)[C@@H]1/C=C/C1=CCOC1=O	2	2	0.98	13	98*	-2	1	2	-5
18	CCOC(=O)c1sc(NC(=O)CSc2nc3ccccc3s2)c(C(=O)OCC)c1C	-6	-20	1.1	-7	-4	-3	-7	-2	-9
19	COc1ccc(C(=O)Nc2nnc(C3=COCCO3)o2)cc1	-6	22	1.1	10	25	6	-1	-5	8
20	Cc1nc(-c2ccc(C(=O)N3CCOCC3)cc2)cs1	-2	0	1	12	4	-4	-22	1	-7
21	O=C(CSCc1c[nH]c(=O)[nH]c1=O)OCC(=O)c1ccc(Br)cc1	3	7	0.97	9	3	-4	12	4	-6
22	Cc1nnc(SC(C)C(=O)Nc2ccc(S(=O)(=O)NC3CCCCC3)cc2)s1 (stereo not drawn)	4	16	0.95	-1	22	-2	-22	-2	-1
23	O=C1C=CC(=O)N1Nc1ccc(Br)cc1	-1	0	1	-1	-15	2	7	0	2
24	N#Cc1ccccc1OCC(=O)OCC(=O)N1CCN(C(=O)c2ccco2)CC1	-9	2	1.1	20	3	0	-7	1	-5
25	Cc1ccc(OC(C)C(=O)N2CC(=O)Nc3ccccc32)c(C)c1 (stereo not drawn)	-4	16	1	-8	-13	-3	-8	3	-6
26	Fc1ccc2nc(-c3ccccc3)nc(SCc3nnc(-c4ccccc4)o3)c2c1	2	15	0.97	11	6	-2	15	-2	-3
27	CCOc1ccc(S(=O)(=O)NC(Cc2c[nH]c3ccccc23)C(=O)O)cc1 (stereo not drawn)	-4	9	1	15	17	-1	-5	4	-5
28	Cc1ccc(C(C(=O)NC(C)(C)C)N(Cc2ccco2)C(=O)CCC(=O)Nc2ccccn2)cc1 (stereo not drawn)	9	12	0.91	15	17	-1	3	-3	-7
29	CCCCC(=O)NC1(C(F)(F)F)C(=O)N(CC(C)C)C2=C1C(=O)CC(C)(C)C2 (stereo not drawn)	10	1	0.9	10	24	1	7	-2	4
30	CCn1cc(C(=O)N2CCCc3ccccc32)c2cc(OC)c(OC)cc2c1=O	-47	18	1.5	10	18	-1	1	0	-1

cpd	compound	mIAP inh	TIM10 inh	mIAP act	NALP3 yeast inh	tim10-1 inh	APOBEC3A inh	hIAP block	MIN6 prolif	APOBEC3G inh
31	COc1cccc(N=Nc2c(=O)[nH]n3c(C)cc(C)nc23)c1	15	-28	0.85	1	-27	1	18	-3	-1
32	CC(=O)N1[C@H](C)C=C[C@]1(Cc1ccccc1)C(=O)NCCN1CCOCC1	4	11	0.96	9	4	-4	14	3	-9
33	CCOc1ccc(CCNC(=O)c2cc3sccc3n2CC)cc1OCC	-28	19	1.3	11	15	-3	-14	-4	-5
34	COc1cccc(CC(=O)NC2CCSc3ccccc32)c1 (stereo not drawn)	0	-5	0.99	21	15	-2	13	0	-2
35	Cc1nn(C)c(Oc2cccc(Cl)c2)c1C(=O)Nc1ccc(F)cc1F	3	-5	0.97	-1	-11	-4	-6	0	-2
36	O=C(NC12CC3CC(CC(C3)C1)C2)c1ccc(-c2ccccc2Cl)o1	-3	15	1	18	18	0	1	-3	-5
37	C=CCn1c(=O)c(C(=O)Nc2ncccc2O)c(O)c2ccccc21	3	21	0.97	23	-6	-9	-16	1	-6
38	CCOC(=O)c1ccc2nc(NC(=O)c3ccco3)sc2c1	2	40	0.98	12	41*	-3	-14	-2	-4
39	Cc1onc(-c2ccccc2)c1CNC(=O)Nc1ccc(F)cc1F	-44	7	1.4	7	7	-2	-19	-2	-9
40	CC1CCCC(=C\c2ccccc2)/C1=N/O (stereo not drawn)	5	12	0.95	29	9	-1	13	-1	-5
41	CC(=O)c1c(C(C)=O)c(C)n(NC(=O)c2ccc(Cl)cc2)c1C	9	-1	0.91	-2	5	-2	15	-1	-5
42	CC(=O)NS(=O)(=O)c1ccc(N=NN2CCOCC2)cc1	5	11	0.95	10	1	-2	1	-4	-3
43	CCC(C)c1ccccc1NC(=O)COC(=O)c1ccc2[nH]c3c(c2c1)CCCC3 (stereo not drawn)	-53	16	1.5	14	29	-2	2	-7	-1
44	CC1CN(C(=O)c2ccccc2Oc2ccccc2)CC(C)O1 (stereo not drawn)	4	20	0.96	3	16	-3	-1	1	-4
45	COc1cc(OC)cc(C(=O)NNC(=O)CCCOc2ccccc2)c1	-13	-2	1.1	5	0	-4	-16	2	-6

cpd	compound	mIAP inh	TIM10 inh	mIAP act	NALP3 yeast inh	tim10-1 inh	APOBEC3A inh	hIAP block	MIN6 prolif	APOBEC3G inh
46	CCCCSc1nsc(NC(C)=O)n1	-13	13	1.1	-23	12	-1	0	-2	-2
47	Cc1n[nH]c(C)c1CCOc1ccc(C(C)C)cc1	7	49*	0.93	2	36	5	-21	-5	2
48	Brc1c(NC2=NCCN2)ccc2nccnc12	0	1	1	14	-3	-3	0	-7	-6
49	CCOC(=O)CCCn1c(C)nc(=O)c(-c2ccccc2)c1C	-12	-7	1.1	15	0	3	-10	-3	7
50	S=C(Nc1ccc2c(c1)OCO2)NC1CCN(Cc2ccccc2)CC1	-14	13	1.1	26	8	0	8	2	-1
51	CC(/C=N\NC(=O)c1cccnc1)c1ccccc1 (stereo not drawn)	-2	14	1	3	21	-2	5	-1	-4
52	CSCC[C@H](NC(=O)C1CCN(S(=O)(=O)c2ccc(C)cc2)CC1)C(=O)NCc1ccco1	-21	11	1.2	4	23	-7	-16	-2	-11
53	CC(/C=C/C=C/c1ccccc1)=N/NC(=O)CNc1ccc(C)cc1	5	-2	0.95	-2	25	-3	16	-3	-6
54	Cc1ccc(C)c(NS(=O)(=O)c2c(C)nc3sccn3c2=O)c1	1	11	0.99	9	22	1	-8	2	-8
55	CCCS(=O)(=O)NCCc1cc2ccc(C)cc2[nH]c1=O	-8	0	1.1	3	-12	-3	-12	-1	-4
56	CCN(c1cccc(C)c1)S(=O)(=O)c1ccc(-c2ccc(=O)[nH]n2)o1	-2	-19	1	5	-23	-2	-7	0	-2
57	O=C(/C=C/c1ccc(O)cc1)c1ccc(NC2=C(N3CCCCC3)C(=O)c3ccccc3C2=O)cc1	29	14	0.71	26	15	-2	35*	-4	-2
58	Cc1ccc(C)c(-n2c(Cc3cc(=O)[nH]c(=O)[nH]3)nnc2SCC(=O)NCC2CCCO2)c1 (stereo not drawn)	-7	-4	1.1	17	12	2	12	2	3
59	N=c1sccn1CC(=O)Nc1ccccc1Oc1ccccc1	-22	0	1.2	18	20	3	1	-6	5
60	CC(C)(C)C(=O)NCCn1ccc2ccccc21	-11	-5	1.1	3	-5	-5	-8	0	-4

cpd	compound	mIAP inh	TIM10 inh	mIAP act	NALP3 yeast inh	tim10-1 inh	APOBEC3A inh	hIAP block	MIN6 prolif	APOBEC3G inh
61	Cc1sc2ncnc(OCC(=O)NCc3cccs3)c2c1C	2	-12	0.98	11	-3	1	5	-4	-3
62	CN(C)CCC=C1c2ccccc2CCc2ccccc21	-4	19	1	15	20	-1	0	-5	-1
63	C=CCn1c(SCC(=O)NC2(C#N)CCCCC2)nnc1-c1ccncc1	-5	4	1.1	14	12	1	0	-1	4
64	O=C(O)CCC(=O)Nc1nnc(C(F)(F)F)s1	4	-1	0.96	9	-3	-5	21	-2	-7
65	COc1cc(-c2cn[nH]c2N)cc(OC)c1OC	9	11	0.91	11	9	-1	17	0	-5
66	Cc1ccccc1NC(=O)CSc1[nH]c(=O)cc(C)c1C#N	17	-7	0.83	17	4	36	4	-4	7

Screens from PubChem BioAssay.
